# TMEM16A act – mouse TMEM16A channel activation, primary screen; Q8BHY3; HEK293 TMEM16A/YFP-H148Q/I152L, iodide quench fluorescence; hits give low values; actives 0.3% (n = 340,000); B-score at 10 µM;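 active means fluorescence-ratio B-score plate-corrected deviation score at least 3 library SD below zero, with starting fluorescence score within 5 deviations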;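 further: channel opened by trigger with iodide after compound preincubation; score built on the fluorescence ratio of max minus min over baseline; more negative score means more quench and so TMEM16A activation or potentiation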
# HDAC3 inhib – human HDAC3 inhibition; O15379; recombinant HDAC3, fluorogenic peptide/trypsin coupled, fluorescence; inhibition, % at 8.3 µM; actives 0.15% (n = 320,000); AID 2718; in the data active means inhibition above about 26%, passing the limit was not always enough
# KCNK3 inh – human KCNK3 channel inhibition, primary screen; O14649; CHO-KCNK3 thallium flux, FluxOR fluorescence; hits give low values; B-score at 10 µM; actives 0.84% (n = 340,000); AID 602410;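 active means B-score under library mean minus 4 SD, starting fluorescence ratio at most library mean plus 5 SD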;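 further: more negative B-score means stronger inhibition of thallium flux through KCNK3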
# ANO1 block – inhibitors of mouse TMEM16A calcium-activated chloride channel; actives 1.2% (n = 310,000); AID 588511; normalized B-score (activity score, 25-100; higher = stronger inhibition) at 10 µM; HEK293 TMEM16A/YFP iodide influx fluorescence, ionomycin;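 active means ratio plate-corrected score three or more library SD toward inhibition, starting fluorescence score within five deviations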;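 further: score derived from kinetic fluorescence span divided by baseline fluorescence per well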
# Numbers without * were called inactive; i = inactive; . = not tested or not shown; & = joins results of further samples.
# Letter code: A = TMEM16A act; B = HDAC3 inhib; C = KCNK3 inh; D = ANO1 block
> C[C@H]1c2cccc(O)c2C(=O)C2C(=O)C3(O)C(=O)C(C(N)=O)C(=O)[C@@H](N(C)C)[C@@H]3[C@@H](O)[C@@H]21 (stereo partly specified)
  A = i	B = .	C = i	D = .
> CC1=C(C(=O)O)N2C(=O)[C@@H](NC(=O)[C@H](N)c3ccc(O)cc3)[C@H]2SC1
  A = i	B = .	C = i	D = .
> C=C1c2cccc(O)c2C(=O)C2C(=O)[C@]3(O)C(=O)C(C(N)=O)C(=O)[C@@H](N(C)C)[C@@H]3[C@@H](O)[C@H]12 (stereo partly specified)
  A = i	B = .	C = i	D = .
> CC(C)=CC(=O)O[C@@H]1Cc2cc3ccc(=O)oc3cc2OC1(C)C
  A = i	B = -17	C = i	D = .
> CCCCCCCCO
  A = i	B = 6	C = i	D = .
> CCC[C@H](N[C@@H](C)C(=O)N1[C@H](C(=O)O)C[C@@H]2CCCC[C@@H]21)C(=O)OCC
  A = i	B = 9	C = i	D = i
> Cc1onc(-c2ccccc2Cl)c1C(=O)N[C@@H]1C(=O)N2[C@@H]1SC(C)(C)[C@@H]2C(=O)O
  A = i	B = 4&-1	C = i	D = i
> O=C(O)[C@@H]1[C@H]2C[C@H]3c4[nH]c5ccccc5c4CCN3C[C@@H]2CC[C@@H]1O
  A = i	B = -4	C = i	D = i
> COc1c(O)cc2c(c1O)C1OC(CO)C(O)C(O)C1OC2=O (stereo unspecified)
  A = i	B = 1	C = i	D = i
> CC(=O)N1C[C@H](O)C[C@H]1C(=O)O
  A = i	B = -1	C = i	D = i
> CC(C)(CO)[C@@H](O)C(=O)NCCC(=O)O
  A = i	B = -8	C = i	D = i

# In a second layout: four of the compounds above
Structure: C[C@H]1c2cccc(O)c2C(=O)C2C(=O)C3(O)C(=O)C(C(N)=O)C(=O)[C@@H](N(C)C)[C@@H]3[C@@H](O)[C@@H]21 (stereo partly specified)
  TMEM16A act: i
  HDAC3 inhib: .
  KCNK3 inh: i
  ANO1 block: .

Structure: CC1=C(C(=O)O)N2C(=O)[C@@H](NC(=O)[C@H](N)c3ccc(O)cc3)[C@H]2SC1
  TMEM16A act: i
  HDAC3 inhib: .
  KCNK3 inh: i
  ANO1 block: .

Structure: C=C1c2cccc(O)c2C(=O)C2C(=O)[C@]3(O)C(=O)C(C(N)=O)C(=O)[C@@H](N(C)C)[C@@H]3[C@@H](O)[C@H]12 (stereo partly specified)
  TMEM16A act: i
  HDAC3 inhib: .
  KCNK3 inh: i
  ANO1 block: .

Structure: CC(C)=CC(=O)O[C@@H]1Cc2cc3ccc(=O)oc3cc2OC1(C)C
  TMEM16A act: i
  HDAC3 inhib: -17
  KCNK3 inh: i
  ANO1 block: .

# Screening results: PubChem, several laboratories

# These rows are one share of the data, so the mix of outcomes need not match the whole.
